High-throughput results: PubChem, several laboratories
Vif inh: inhibitors of HIV Vif; HEK293T cells, Vif self-association by quenched fluorescence, imaging, 24 h; inhibition, % at 7.49 µM; 0.35% of 340,000 active; in the data active means inhibition above about 50%, passing the limit was not always enough; further: some results filed as inactive read as strong as hits
CaV13 ICDI inh: Disruptors of the CACNA1D IQ motif to Ca2+-dependent inactivation inhibitor domain association, primary screening, Förster resonance energy transfer in intact living …; HEK cells, CFP/YFP FRET ICDI-IQ, plate reader, 10 min; percent FRET-ratio fall versus neutral wells; inhibition, % at 12.3 µM; 0.098% of 340,000 active;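 active means mean replicate inhibition of at least 30% and at least 1% of replicates passing that level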;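 further: 0% = median of the neutral control wells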
KKLEB cytotox: counter-screen for CF NF-kB inhibitors: cytotoxicity | KKLEB CF airway cells viability, ATPlite luminescence, overnight; stronger effect = lower value; cells stimulated with P. aeruginosa culture filtrate | activity change (cytotoxicity), % at 5 µM | 0.36% of 360,000 active | AID 602141;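 active means corrected activity change at or below -50% at 5 µM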
HIF-2a block: HIF-2a inhibition; 0.72% of 360,000 active; 786-0 RCC cells HIF-2a reporter, luciferase luminescence, overnight; inhibition, % at 18.8 µM;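 active means inhibition of the luminescence signal of 40% or more relative to plate controls, in a single-dose primary screen at 18.75 µM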
CF NFkB block: cystic fibrosis NF-kB activation inhibition; KKLEB NF-kB-GFP reporter, PAF-induced, GFP fluorescence overnight; inhibition, % at 5 µM; 0.86% of 360,000 active; AID 588850;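 active means at least 50% inhibition at 5 µM, scaled per plate between neutral and stimulator controls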;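 further: PAF is a Pseudomonas aeruginosa culture filtrate used as stimulus; plate controls were PAF-stimulated DMSO wells for no effect and unstimulated DMSO wells for full effect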
PDI turbidity: inhibitors of human protein disulfide isomerase; AID 588391; P07237; 0.052% of 350,000 active; inhibition, % at 10 µM; PDI insulin aggregation turbidity, A650, 90 min;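 active means mean inhibition across replicates of 30% or more, whatever share of single replicates reach that level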;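 further: absorbance from insulin aggregation driven by PDI reduction with DTT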
Target sequence (P07237 whole entry, looked up): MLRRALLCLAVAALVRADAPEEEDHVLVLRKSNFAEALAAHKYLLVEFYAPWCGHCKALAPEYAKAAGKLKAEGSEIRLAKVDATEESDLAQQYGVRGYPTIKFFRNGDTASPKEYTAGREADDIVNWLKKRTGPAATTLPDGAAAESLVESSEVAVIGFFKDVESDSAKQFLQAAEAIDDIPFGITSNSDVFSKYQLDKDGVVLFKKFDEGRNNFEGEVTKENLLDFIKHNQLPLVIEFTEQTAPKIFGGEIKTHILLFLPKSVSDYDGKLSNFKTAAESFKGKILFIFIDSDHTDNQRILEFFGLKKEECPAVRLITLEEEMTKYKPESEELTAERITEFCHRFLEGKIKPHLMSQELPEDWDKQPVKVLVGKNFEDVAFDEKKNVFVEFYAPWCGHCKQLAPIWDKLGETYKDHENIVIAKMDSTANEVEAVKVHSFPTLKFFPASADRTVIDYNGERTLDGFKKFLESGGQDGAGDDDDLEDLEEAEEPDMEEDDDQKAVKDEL
Peg3 prom inh: Peg3 promoter activity inhibition; HeLa PEG-Prom luciferase reporter, luminescence, overnight; inhibition, % at 20 µM; 1.7% of 360,000 active;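 active means inhibition of at least 50% at 20 µM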
MITF TRPM1 inh: MITF TRPM1 promoter inhibition in SK-MEL-5 cells. SK-MEL-5 TRPM1 promoter luciferase, 24 h. inhibition, % at 12.5 µM. 0.83% of 330,000 active;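 active means mean inhibition across replicates of 60% or more, whatever share of single replicates reaches that level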; further: values of inactives mirror those of a sister screen read the other way
NR2E3 ag-1: agonists of human nuclear receptor NR2E3. AID 2300. inhibition of corepressor binding, % at 4.78 µM. 0.12% of 320,000 active. GST-NR2E3/biotin-RetCOR TR-FRET, 1536-well. Q9Y5X4;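 active means percent inhibition above the cutoff of mean plus 3 SD of all tested compounds, set per screening campaign, cut at about 20% in these data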;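 further: 0% = DMSO wells and 100% = biotin wells as full block of FRET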
Target sequence (Q9Y5X4 whole entry, looked up): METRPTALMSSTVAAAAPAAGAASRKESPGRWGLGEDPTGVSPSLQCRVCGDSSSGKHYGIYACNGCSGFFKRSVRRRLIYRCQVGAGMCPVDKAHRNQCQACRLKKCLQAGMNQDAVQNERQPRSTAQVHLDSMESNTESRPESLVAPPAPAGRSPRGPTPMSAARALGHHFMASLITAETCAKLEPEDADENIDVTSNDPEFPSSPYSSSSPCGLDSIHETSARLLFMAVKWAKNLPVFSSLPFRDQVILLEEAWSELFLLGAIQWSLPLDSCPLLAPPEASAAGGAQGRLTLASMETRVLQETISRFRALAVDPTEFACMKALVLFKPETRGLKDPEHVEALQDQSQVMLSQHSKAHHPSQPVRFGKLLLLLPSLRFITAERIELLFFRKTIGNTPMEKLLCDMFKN
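System: GST-tagged NR2E3 plus biotinylated RetCOR corepressor; Amount: 1.35 nM GST-tagged NR2E3 final; Dosing: single nominal compound dose of 4.8 µM; Schedule: 5 h incubation at 4 °C; Technique: TR-FRET with europium anti-GST and streptavidin-D2, 340 nm excitation; Controls: biotin wells as high control, 0.6% DMSO wells as low control.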
Shn3 3UTR inh: inhibitors of Schnurri-3 3'UTR reporter in osteoblasts; Clone20 osteoblast Shn3 3'UTR firefly luciferase, 24 h; inhibition, % at 12.5 µM; 0.52% of 360,000 active;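 active means mean inhibition of at least 75% with every replicate also reaching 75%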;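 further: 0% = median of neutral control wells and 100% = pilot-screen positive control compound; some compounds past the cut are filed as inactive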
NR2E3 ag-2: activates human NR2E3 receptor; 0.35% of 360,000 active; Q9Y5X4; CHO-S Gal4-NCOR/VP16-NR2E3 two-hybrid, luciferase; AID 602229; inhibition of corepressor binding, % at 3.98 µM;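 active means inhibition above the mean of all tested compounds plus 3 SD, cut at about 70% in these data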;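 further: 0% = DMSO with NR2E3 transfected cells and 100% = cells lacking NR2E3 construct; higher means lower luciferase signal from less NR2E3 corepressor binding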
Numbers without * were called inactive; . = no result given.

no.	SMILES	Vif inh	CaV13 ICDI inh	KKLEB cytotox	HIF-2a block	CF NFkB block	PDI turbidity	Peg3 prom inh	MITF TRPM1 inh	NR2E3 ag-1	Shn3 3UTR inh	NR2E3 ag-2
1	COc1ccc(S(=O)(=O)N2CCOCC2)cc1NC(=O)c1c(C)noc1C	.	-10	12	1	-30	-5	-2	.	.	-6	-14
2	NC(=O)N/N=C/c1ccc2cccc(OCc3ccccc3)c2n1	-1	-19	-6	14	5	1	-1	.	4	-10	-8
3	CC(=O)Nc1ccc(S(=O)(=O)NCc2ccc3[nH]c(C)cc3c2)cc1	-5	-1	-1	-6	-14	.	1	.	4	6	-26
4	Cc1ccc(-n2ncc3c(NCC4CCCO4)ncnc32)c(C)c1 (configuration not stated)	-18	-2	-11	-25	14	6	-19	-8	-2	-7	-16
5	CC(=O)c1cc2c(cc1NC(=O)c1ccc(C)cc1)OCCO2	-5	-5	3	-96	-28	-6	-48	-12	2	-32	-28
6	Cc1ccc(C)c(OCC(=O)N2CCN(C(=O)c3ccco3)CC2)c1	2	-5	15	23	-6	1	4	8	2	-30	-25
7	O=C(N/C(=C/C=C/c1ccccc1)C(=O)N1CCOCC1)c1ccccc1Br	-6	-4	-3	5	-16	-2	18	13	-1	-3	8
8	O=C(NCc1ccc(N2CCCC2=O)cc1)c1cc(COc2c(F)cccc2F)on1	-4	-6	4	-34	-8	-2	-27	-9	1	-8	7
9	Cc1ccc(S(=O)(=O)NC(=NCC(=O)O)c2ccc(F)cc2)cc1	1	-8	-7	9	14	-2	1	1	2	-7	4
10	CC(=O)C1C(c2cccc(F)c2)c2c(n[nH]c2C)CC1(C)O (configuration not stated)	-4	1	-1	19	2	3	3	7	5	-13	-3
11	Cc1nnc(Sc2nc3ccccc3o2)c2ccccc12	7	.	-35	-40	55*	-2	-102	-22	1	-76	-95
12	CC(=O)SCC[N+](C)(C)C	-2	-4	-28	-10	-4	8	7	2	-3	5	-4
13	Cc1[nH]c2ccccc2c(=O)c1CN(C)Cc1ccccc1	-4	.	8	-102	3	0	-62	-32	-1	-28	-40
14	CCn1nc(C)cc1Nc1ccccc1	-14	-4	-3	9	-15	1	1	8	-3	-6	0
15	COc1ccc(C2/C(=C(/O)c3ccccc3)C(=O)C(=O)N2CC(C)O)c(OC)c1 (configuration not stated)	14	-5	-6	1	1	-19	5	12	-4	21	-9

Ordered by formula weight (low to high): some entries from above.
no.	SMILES	Vif inh	CaV13 ICDI inh	KKLEB cytotox	HIF-2a block	CF NFkB block	PDI turbidity	Peg3 prom inh	MITF TRPM1 inh	NR2E3 ag-1	Shn3 3UTR inh	NR2E3 ag-2
12	CC(=O)SCC[N+](C)(C)C	-2	-4	-28	-10	-4	8	7	2	-3	5	-4
14	CCn1nc(C)cc1Nc1ccccc1	-14	-4	-3	9	-15	1	1	8	-3	-6	0
13	Cc1[nH]c2ccccc2c(=O)c1CN(C)Cc1ccccc1	-4	.	8	-102	3	0	-62	-32	-1	-28	-40
11	Cc1nnc(Sc2nc3ccccc3o2)c2ccccc12	7	.	-35	-40	55*	-2	-102	-22	1	-76	-95
10	CC(=O)C1C(c2cccc(F)c2)c2c(n[nH]c2C)CC1(C)O (configuration not stated)	-4	1	-1	19	2	3	3	7	5	-13	-3
2	NC(=O)N/N=C/c1ccc2cccc(OCc3ccccc3)c2n1	-1	-19	-6	14	5	1	-1	.	4	-10	-8
4	Cc1ccc(-n2ncc3c(NCC4CCCO4)ncnc32)c(C)c1 (configuration not stated)	-18	-2	-11	-25	14	6	-19	-8	-2	-7	-16
6	Cc1ccc(C)c(OCC(=O)N2CCN(C(=O)c3ccco3)CC2)c1	2	-5	15	23	-6	1	4	8	2	-30	-25
9	Cc1ccc(S(=O)(=O)NC(=NCC(=O)O)c2ccc(F)cc2)cc1	1	-8	-7	9	14	-2	1	1	2	-7	4
3	CC(=O)Nc1ccc(S(=O)(=O)NCc2ccc3[nH]c(C)cc3c2)cc1	-5	-1	-1	-6	-14	.	1	.	4	6	-26
1	COc1ccc(S(=O)(=O)N2CCOCC2)cc1NC(=O)c1c(C)noc1C	.	-10	12	1	-30	-5	-2	.	.	-6	-14
15	COc1ccc(C2/C(=C(/O)c3ccccc3)C(=O)C(=O)N2CC(C)O)c(OC)c1 (configuration not stated)	14	-5	-6	1	1	-19	5	12	-4	21	-9
8	O=C(NCc1ccc(N2CCCC2=O)cc1)c1cc(COc2c(F)cccc2F)on1	-4	-6	4	-34	-8	-2	-27	-9	1	-8	7
7	O=C(N/C(=C/C=C/c1ccccc1)C(=O)N1CCOCC1)c1ccccc1Br	-6	-4	-3	5	-16	-2	18	13	-1	-3	8

(list continues)
no.	SMILES	Vif inh	CaV13 ICDI inh	KKLEB cytotox	HIF-2a block	CF NFkB block	PDI turbidity	Peg3 prom inh	MITF TRPM1 inh	NR2E3 ag-1	Shn3 3UTR inh	NR2E3 ag-2
16	CC(C)NC(=O)CN1CCC(c2ccccc2)C(O)C1 (configuration not stated)	0	-4	1	8	1	-6	2	-8	-1	-5	10
17	O=S(=O)(NCc1ccccc1)c1cccc2nsnc12	-1	-2	1	14	-17	3	11	2	-5	4	-21
18	Cc1ccc(CNC(=O)CN2C(=O)CSc3ccc(S(=O)(=O)N4CCCCC4)cc32)cc1	-10	-2	-5	-1	-8	-2	22	6	2	24	-46
19	COc1cc(CN/C(C)=C(\C#N)C(N)=O)cc(OC)c1OC	8	-6	-9	0	6	-6	13	6	-4	-10	16
20	Cc1ccc(Cl)cc1N1CCN(C(=O)Cc2c(C(=O)O)[nH]c3ccccc23)CC1	.	-8	17	-2	-9	-18	10	18	1	-24	-12
21	O=C(NNC(=O)c1ccccc1F)c1ccc(S(=O)(=O)N2CCCC2)cc1	16	-6	0	-4	-11	-12	-8	-2	.	-2	-15
22	CCOc1ncc(S(=O)(=O)N2CCN(CC)CC2)cc1C(=O)O	-1	.	4	11	-3	1	9	-3	-1	1	-16
23	O=C(Nc1ccc(N2CCOCC2)cc1N1CCOCC1)c1ncoc1-c1cccc(F)c1	16	-4	-8	22	15	-11	25	1	2	-1	-21
24	CC(=O)Nc1ccc(NC(=O)COC(=O)CCc2nc3ccccc3s2)cc1	-2	-5	5	10	-9	7	1	-2	3	15	-9
25	CCC1(c2ccc(F)cc2)NC(=O)N(CC(=O)Nc2ccccc2C)C1=O (configuration not stated)	2	-7	-2	9	6	11	4	17	1	0	-8
26	CC(Oc1cccc(Cl)c1)C(=O)Nc1cc(Cl)ccc1N1CCOCC1 (configuration not stated)	-6	-6	-10	18	38	4	34	8	3	23	-18
27	Cc1ccc(OCC(=O)Nc2ccc(S(=O)(=O)Nc3onc(C)c3C)cc2)cc1	-8	-5	-1	10	-2	20	-17	-3	6	67	-4
28	Cc1ccc(OCCCC(=O)Nc2ccc(S(=O)(=O)Nc3cc(C)nc(C)n3)cc2)cc1	26	-5	-6	3	22	3	-20	1	-1	0	-17
29	Cc1cc(C)n(C(=O)/C(C#N)=N/Nc2cc(Cl)cc(Cl)c2)n1	-18	.	-62*	5	57*	-2	34	32	-4	10	1
30	COc1ccc(-c2ccc3nnc(SCC(=O)Nc4ccc(NC(C)=O)cc4)n3n2)cc1	-21	-15	-8	-76	-5	-3	-70	-19	5	-13	10
31	Clc1ccc2c(c1)nc1n2CCCC1	2	-17	-5	-53	-14	-6	-46	-13	-3	-17	-10
32	CC1(C)C(=O)Nc2ccccc2N1C(=O)COC(=O)CSc1ccc(Cl)cc1	6	-4	-6	10	23	1	-4	1	0	-40	-24
33	O=S(=O)(Nc1ccccc1O)c1ccc(-c2ccccc2)cc1	-17	-6	-6	-24	-15	9	-4	-1	3	19	0
34	O=C(Nc1nncs1)C1CC(=O)N(CCc2ccc(F)cc2)C1 (configuration not stated)	6	-4	-4	17	6	13	-2	10	4	-29	-27
35	CC1CCCC(NC(=O)C2c3ccccc3C(=O)N2Cc2cccs2)C1C (configuration not stated)	-1	-5	5	21	4	-7	2	-2	-2	12	0
36	Cc1ccc(-c2c3c(=O)n(C)c(=O)n(C)c3cn2N2CCOCC2)cc1	10	.	-5	5	3	-1	4	7	-3	11	-24
37	CCCCOC(=O)/C=C/c1ccc(OC(=O)OC)c(OC(=O)OC)c1	1	-5	-11	-154	13	-1	-152	-19	-3	96*	8
38	CC1CC(C)CN(CCC(=O)Nc2cccc(Cl)c2)C1 (configuration not stated)	-4	-5	-11	8	8	-4	-4	-15	3	0	-13
39	CN(C)S(=O)(=O)c1cc(NC(=O)COC(=O)Cc2cccc3ccccc23)ccc1Cl	-5	-5	-12	23	-2	-8	11	9	-3	-15	15
40	CCOc1ccc(OCCC(=O)Nc2ccc(N3CCOCC3)cc2N2CCOCC2)cc1	1	-5	-8	11	14	3	3	.	.	10	-25
